PLAP act – activates human placental alkaline phosphatase. P05187. purified PLAP enzyme, luminescent substrate read-out; stronger effect = higher value. activation fold at 20 µM. 1.2% of 96,000 active. AID 696; in the data active = activation fold above about 2
CYP2C19 inhib – human CYP2C19 inhibition; inhibition, % at 5 µM; CYP2C19 Supersomes, luciferin-H EGE luminescence, 30 min; 21% of 96,000 active; P33261;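 active = CYP2C19 inhibition above a set limit at 5 µM in the primary screen, cut at about 50% in these data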;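 note: plate controls were negative control wells for no effect and 2.5 mM tranylcypromine positive control for full effect; values of inactives mirror those of a sister screen read the other way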
Target sequence (P33261 whole entry, looked up): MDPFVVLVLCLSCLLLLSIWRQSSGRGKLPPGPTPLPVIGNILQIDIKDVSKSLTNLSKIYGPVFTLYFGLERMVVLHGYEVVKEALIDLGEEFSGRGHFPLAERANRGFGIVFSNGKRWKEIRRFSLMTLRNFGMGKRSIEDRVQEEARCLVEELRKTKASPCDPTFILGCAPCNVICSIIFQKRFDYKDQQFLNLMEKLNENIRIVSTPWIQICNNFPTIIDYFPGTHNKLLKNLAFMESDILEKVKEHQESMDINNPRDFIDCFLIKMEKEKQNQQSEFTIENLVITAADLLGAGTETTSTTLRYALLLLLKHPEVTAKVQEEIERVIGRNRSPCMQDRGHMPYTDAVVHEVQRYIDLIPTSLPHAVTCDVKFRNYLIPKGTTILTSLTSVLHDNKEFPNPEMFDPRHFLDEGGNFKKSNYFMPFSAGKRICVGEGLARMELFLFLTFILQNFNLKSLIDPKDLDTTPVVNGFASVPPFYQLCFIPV
CYP2C9 inhib – human CYP2C9 inhibition | CYP2C9 Supersomes, luciferin-H conversion, luminescence | P11712 | inhibition, % at 5 µM | 20% of 96,000 active;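 active = blocking of liver enzyme CYP2C9 beyond about 50% at 5 µM, limit read from the data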; note: values of inactives mirror those of a sister screen read the other way
Target sequence (P11712 whole entry, looked up): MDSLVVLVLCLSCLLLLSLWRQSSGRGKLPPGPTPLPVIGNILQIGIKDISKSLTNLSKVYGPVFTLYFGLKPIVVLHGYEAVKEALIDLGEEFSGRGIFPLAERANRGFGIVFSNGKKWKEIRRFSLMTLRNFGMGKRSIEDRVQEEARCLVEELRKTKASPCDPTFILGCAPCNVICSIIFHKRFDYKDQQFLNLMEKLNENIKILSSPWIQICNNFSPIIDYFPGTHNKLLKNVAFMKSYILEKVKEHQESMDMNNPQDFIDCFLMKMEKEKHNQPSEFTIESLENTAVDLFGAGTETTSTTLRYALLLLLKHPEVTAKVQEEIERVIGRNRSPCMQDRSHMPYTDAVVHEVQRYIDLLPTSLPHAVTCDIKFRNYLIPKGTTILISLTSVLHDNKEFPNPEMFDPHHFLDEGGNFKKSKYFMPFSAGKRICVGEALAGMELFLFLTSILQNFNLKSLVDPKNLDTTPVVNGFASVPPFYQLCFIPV
EphB4 antag – EphB4-ephrin-B2 interaction antagonism; P54760; EphB4 LBD / TNYL-RAW-Alexa532 peptide, fluorescence polarization; inhibition, % at 7 µM; 0.15% of 97,000 active; AID 720;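 active = inhibition above the screen-wide mean inhibition plus 3 SD, cut at about 15% in these data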;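 note: 0% = DMSO wells and 100% = excess unlabeled TNYL-RAW peptide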
CYP2C9 act – CYP2C9 (human) activation; P11712; activation factor at 5 µM; AID 1024; 1.4% of 96,000 active; recombinant CYP2C9, luciferin-H conversion, luminescence; stronger effect = higher value; factor 1 = untreated enzyme, 0 = blocked;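 active = activation factor of 2 or more for CYP2C9 at a 5 µM dose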;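 note: 0 = sulfaphenazole-blocked wells and 1 = vehicle-only wells; values of inactives mirror those of a sister screen read the other way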
CYP2C19 act – activators of human cytochrome P450 2C19. AID 1025. activation factor at 5 µM. 96,000 tested, under 10 active. recombinant CYP2C19, luciferin-H EGE luminescence; stronger effect = higher value; 0 = fully inhibited enzyme, 1 = untreated enzyme;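 active = activation factor of at least 2 at 5 µM in the primary screen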;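 note: 0 = wells with 2.5 mM tranylcypromine and 1 = vehicle-only wells; values of inactives mirror those of a sister screen read the other way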
PostGolgi yeast – growth inhibition of a yeast mutant, post-Golgi transport screen; post-Golgi transport phenotypic cell assay; inhibition, % at 10 µM; 0.9% of 98,000 active; in the data active = inhibition above about 30%;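 note: yeast cells grown in 1536-well plates; yeast grown about 18 h at 30C before absorbance read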
Pyk2 oligo antag – Pyk2 (human) oligomerization antagonism; Q14289; Q293 cells, Pyk2 FERM NanoBiT luminescence; stronger effect = lower value; z-score (the deposit names both 25 µM and 10 µM); 0.83% of 99,000 active;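 active = Z-score of -3 or lower, scaled per plate to the spread of control and sample wells; inactive = z-score above -3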;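 note: negative z-score means lost luminescence so less FERM oligomerization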
Ecoli WT expand – blocks growth of wild type E. coli BW25113. growth inhibition, % at 100 µM. AID 710. OD600 absorbance. 0.15% of 98,000 active;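 active = growth inhibition above about 50% at one test dose, limit read from the data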;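 note: growth measured after 20 h incubation at 37 °C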
The depositor's hits bear a star; . = not tested or not shown.

Under each structure – CYP2C19 act, Pyk2 oligo antag, CYP2C19 inhib, PLAP act, EphB4 antag, Ecoli WT expand, CYP2C9 inhib, PostGolgi yeast, CYP2C9 act
> C/C(=N\OC(=O)NC(C)C)c1sc(-c2ccc(Cl)cc2)nc1C
→ 0.8, -0.74, 21, 1.2, 0, -2, 45, -2, 0.5
> Cc1cc(NC(=O)CSc2nnc3c(C)cc4cc5c(cc4n23)OCO5)no1
→ 1, ., 2, 1.1, ., ., 13, ., 0.9
> Cc1cc(-c2ccccc2)c2c3c(c(-c4ccccc4)n2n1)c(=O)n(C)c(=O)n3C
→ 0.7, -1.3, 27, 0.9, -5, -4, 25, -1, 0.8
> N#CCCN(CC(=O)O)S(=O)(=O)c1ccccc1
→ 0.8, -0.45, 19, 1, ., 0, 18, -3, 0.8
> Cc1ccc(-c2csc3nnc(SCC(=O)NCc4ccc5c(c4)OCO5)n23)cc1
→ 0.7, 0.36, 26, 0.8, -3, -1, 44, -4, 0.6
> Cc1nc(CN2CCCC2=NC#N)n(-c2ccccc2)n1
→ 1, 0.53, -1, 0.9, 6, 6, 12, 8, 0.9
> COc1ccc2nc(SCC(=O)Nc3ccccc3C#N)[nH]c2c1
→ 0.6, 1.1, 38, 2.1*, 7, 10, 67*, -4, 0.3
> Cc1csc(NC(=O)C2CCCC2)n1
→ 0.8, -0.57, 16, 0.9, 5, 0, 15, -5, 0.9
> CCOc1cc(CO)ccc1OCC(=O)N1CCCCC1
→ 0.8, 0.83, 21, 0.9, 0, 3, -20, 10, 1.2
> Cc1ccc(NC(=S)N2CCN(CCN3C(=O)c4cccc5cccc(c45)C3=O)CC2)cc1
→ 1, 0.55, 3, 1, 0, 0, 5, 7, 1
> Cc1cc2nc(-c3ccc(SCC(=O)N4CCN(C(=O)c5ccco5)CC4)nc3)[nH]c2cc1C
→ 0.3, -0.23, 72*, 1.6, -2, -7, 84*, -3, 0.2
> Cn1c(=O)c2cc(S(=O)(=O)Nc3cccc(F)c3)ccc2n(C)c1=O
→ 0.2, -0.38, 76*, 1.2, 3, 7, 83*, 1, 0.2
> CCOc1ccc2nc(N3CCC(C(=O)N4CCN(c5ccccn5)CC4)CC3)sc2c1
→ 0.9, ., 14, 1.4, ., -7, 25, 6, 0.7
> CCCCNC(=O)C1c2cc(OC)c(OC)cc2C(=O)N(C)C1c1ccc(OC)cc1 (stereo not drawn)
→ 0.8, -0.03, 24, 1.8, ., 0, 20, 10, 0.8
> Cc1nn(-c2cc(N3CCNCC3)ccc2[N+](=O)[O-])c(=O)c2ccccc12
→ 0.9, -0.28, 6, 0.9, -6, 9, -2, 2, 1
> COc1ccc(NC(=O)c2ccc(CN(c3cc(Cl)ccc3C)S(=O)(=O)c3ccccc3)cc2)cc1OC
→ 0.8, -0.75, 24, 1.3, 1, -14, 66*, 6, 0.3
> C/C=C/Cn1c(SCc2ccc(Cl)cc2)nc2c1c(=O)[nH]c(=O)n2C
→ 0.5, -2.1, 48, 0.9, 0, -16, 58*, 8, 0.4
> O=C1CC(c2ccc3c(c2)OCO3)C2=C(CCCC2=O)N1 (stereo not drawn)
→ 0.9, -0.26, 14, 1.1, -1, -3, 52*, -2, 0.5
> CCCCCn1cnc2sc(-c3ccccc3)cc2c1=O
→ 0.6, 0.68, 44, 0.7, -1, 5, 58*, 2, 0.4
> Cc1cc(C)c(S(=O)(=O)NNC(=O)C2CCN(Cc3ccccc3)CC2)c(C)c1
→ 1.1, 1.3, -10, 1.3, 1, 3, -30, -2, 1.3
> O=C(O)c1ccccc1C(=O)N1CCN(c2cccc(Cl)c2)CC1
→ ., 1.1, ., ., -7, 1, ., -3, .
> CC1Oc2ccccc2C=C1/C=C1/SC(N2CCOCC2)=NC1=O (stereo not drawn)
→ 1, 0.49, 0, 1, 2, -2, -49, -13, 1.5
> CN(C)CCNC(=O)c1cc(Br)ccc1Cl
→ 1, 1.8, -4, 1.1, 1, -3, 3, 2, 1
> CC(C)NC(=O)C1CCCN(S(=O)(=O)c2cccs2)C1 (stereo not drawn)
→ 0.4, 0.87, 58*, 1.3, -4, -6, 2, 3, 1
> CS(=O)(=O)NCCSCc1c(F)cccc1Cl
→ 0.8, 2.7, 22, 0.9, -3, 6, 16, -1, 0.8
> Cc1ccnc(N2CCN(C(=O)CSc3nc4ccccc4nc3N3CCCCC3)CC2)c1
→ 0.2, -0.8, 79*, 1.4, ., -6, 98*, -10, 0
> C=CCn1c(C)cc(C(=O)CSc2nnc(NCc3ccccc3)s2)c1C
→ ., -0.58, ., ., 6, -21, ., 62*, .
> O=C(CCc1ccccc1)NNC(=O)C12CC3CC(CC(C3)C1)C2
→ 1.1, 0.42, -9, 1.5, -10, 8, 4, -6, 1
> CCOc1ccc(C2N(c3ccc(F)cc3)C(=O)C3CCCN32)cc1 (stereo not drawn)
→ 0.2, ., 83*, 1.7, 0, 4, 83*, -7, 0.2
> O=C(CSc1nc(-c2ccc(F)cc2)cs1)N1CCOCC1
→ 0.3, 1.3, 69*, 0.9, -5, 8, -110, 1, 2.1*
> CCCCC(=O)NC(=S)NNC(=O)CC#N
→ 1.2, -0.21, -18, ., -2, -6, 4, 16, 1
> CNC(=O)C1CC(=O)N(Cc2ccc3c(c2)OCO3)C(=Nc2ccc(F)cc2)S1 (stereo not drawn)
→ 0.8, -1.1, 22, 0.9, -7, 0, 24, 4, 0.8
> CS(=O)(=O)N(CC(=O)Nc1ccc(C(N)=O)cc1)C1CCCCC1
→ 0.9, -0.11, 8, 1.2, -8, 5, 17, 1, 0.8
> CCNc1nc(OC)nc(Oc2ccc(=O)n(-c3ccccc3)n2)n1
→ 1, 0.5, -5, 0.9, -3, 1, -2, -5, 1
> CCCCn1c(SCC2CCCCO2)nc2cc(S(N)(=O)=O)ccc21 (stereo not drawn)
→ 0.9, -0.22, 7, 1.8, -5, 5, 46, 4, 0.5
> Cc1nc2ccccc2cc1OCc1ccccc1
→ 0.7, -1.1, 26, 0.9, -7, -2, 65*, 7, 0.4
> O=S(=O)(NC1=NCCCCCC1)c1cccs1
→ 0.8, -0.18, 15, 0.8, 5, -4, -22, -6, 1.2
> Cc1nc(S(=O)(=O)c2ccc(Cl)cc2)nc2c1CCC2
→ 0.7, 0.02, 26, 1, 7, 1, -23, 8, 1.2
> CCOC(=O)c1c(C)[nH]c(=S)c(C#N)c1-c1ccc(OC)cc1
→ 0.6, -0.36, 39, 1.6, 3, 9, 78*, 2, 0.2
> CN(C)C(=O)c1snnc1-c1ccccc1
→ 0.8, 2.6, 20, 1.2, -1, 5, 21, 7, 0.8
> Cc1cc(Nc2ccc(F)c(Cl)c2)n2ncnc2n1
→ 1.3, ., -27, 0.8, ., 5, -6, -5, 1.1
> Nc1nnc(-c2ccccc2)c(-c2ccccc2)n1
→ 0.8, 0.21, 16, 1, 3, -5, 1, -8, 1
> CCc1nnc(SCC(=O)Nc2ccc(C(C)=O)cc2)nc1CC
→ 0.3, -0.12, 74*, 1.4, ., ., 40, ., 0.6
> CCCNC(=O)NC1C(NC(=O)NCCC)N(C)C(=O)N1C (stereo not drawn)
→ 0.9, 1.4, 9, 0.9, 4, 7, 1, 7, 1
> CC(=O)Nc1sc(C)c(C)c1CN1CCN(S(=O)(=O)c2ccccc2)CC1
→ 0.9, -0.3, 9, 1.4, ., -13, 6, -14, 0.9
> CCn1c(=N)n(CC(O)c2ccccc2)c2ccccc21 (stereo not drawn)
→ 1, 0.85, 1, 0.7, -3, 10, -7, 2, 1.1
> OC(COCC1COc2ccccc2O1)CN1CCN(c2ccccc2F)CC1 (stereo not drawn)
→ 0.9, 1, 8, 1.3, -3, 1, 0, 14, 1
> CCCN(CC1CC1)C(=O)Nc1ccccc1C
→ 0.8, 1.5, 23, 0.7, 3, -1, -10, 16, 1.1
> COc1ccccc1N1CCN(C(=O)Oc2ccccc2)CC1
→ 0.5, 0.51, 48, 1.4, -4, 3, 19, 13, 0.8
> O=C(NCCN1CCCC1)c1ccc2c(c1)N(Cc1ccc(F)cc1)C(=O)c1ccccc1S2=O (stereo not drawn)
→ 1.1, ., -8, 1.4, ., 1, 21, 4, 0.8
> Cc1cc2c(=O)n(Cc3ccco3)c(SCC(=O)c3ccc(Cl)s3)nc2s1
→ 0.4, 0.21, 57*, 1.2, 8, 1, 76*, 2, 0.2
> CCCC(=O)n1nc(-c2ccco2)nc1N
→ 0.9, 0.16, 14, 0.9, 3, 18, 4, 1, 1
> COC(=O)c1cccc(CSc2nnc(-c3ccco3)n2-c2ccccc2)c1
→ 0.8, -1.7, 16, 1, ., -3, 68*, 1, 0.3
> CCN(CC)S(=O)(=O)c1ccc(Cl)c(C(=O)NCC2CCCO2)c1 (stereo not drawn)
→ 1, 0.84, -4, 0.9, -3, 1, -2, 2, 1
> CC(C)(C)N1CC(c2nc3ccccc3n2Cc2ccc(F)cc2)CC1=O (stereo not drawn)
→ 0.9, -0.04, 12, 1.1, 0, 5, 23, -3, 0.8
> CN1CCN(CCP(=O)(c2ccccc2)c2ccccc2)CC1
→ 1.1, 0.19, -5, 1.1, -10, 1, -2, 2, 1
> CCn1cc(C2N3CC4(C)CN2CC(C)(C3)C4=O)c2ccccc21 (stereo not drawn)
→ 0.7, ., 35, 1.4, 4, -3, -1, -3, 1
> Cc1cccc(C)c1NC(=O)C1NC(=O)CC1c1ccccc1 (stereo not drawn)
→ 0.9, ., 6, 1, 2, -5, -7, 5, 1.1
> O=C(Nc1ccon1)c1cccc(S(=O)(=O)N2CCCC2)c1
→ 0.7, -0.03, 34, 0.9, 0, 2, 16, 5, 0.8
> Cc1ccc(-c2nc3ccccc3n3c(C)nnc23)cc1
→ 1, ., -3, 0.9, -3, -7, 6, -1, 0.9

Copied from the entries so far (two entries):
Under each structure – CYP2C19 act, Pyk2 oligo antag, CYP2C19 inhib, PLAP act, EphB4 antag, Ecoli WT expand, CYP2C9 inhib, PostGolgi yeast, CYP2C9 act
> CCCCC(=O)NC(=S)NNC(=O)CC#N
→ 1.2, -0.21, -18, ., -2, -6, 4, 16, 1
> CNC(=O)C1CC(=O)N(Cc2ccc3c(c2)OCO3)C(=Nc2ccc(F)cc2)S1 (stereo not drawn)
→ 0.8, -1.1, 22, 0.9, -7, 0, 24, 4, 0.8

(cont.)
Under each structure – CYP2C19 act, Pyk2 oligo antag, CYP2C19 inhib, PLAP act, EphB4 antag, Ecoli WT expand, CYP2C9 inhib, PostGolgi yeast, CYP2C9 act
> CCn1cc(C(=O)NC2CCCCC2)c(=O)c2cc(S(=O)(=O)N(C)C)ccc21
→ 1, ., -3, 1.1, ., 4, 34, 8, 0.7
> CN1CCN(NC(=O)c2ccc(Cl)c([N+](=O)[O-])c2)CC1
→ 1, 0.46, -2, 1, 5, -4, -30, 5, 1.3
> CCN(CC)CCCNC(=O)c1cc2c(-c3ccc(Cl)cc3)nn(C)c2s1
→ 0.9, ., 11, 1.6, -10, 6, 21, 0, 0.8
> Cc1ccc2c(c1)N(CC(=O)NCC1CCCO1)C(=O)C(C)O2 (stereo not drawn)
→ 0.9, 0.1, 13, 1.1, 6, -2, 9, -25, 0.9

Screening results: PubChem, several laboratories
